# FXIa inh mix = factor XIa (human) inhibition, mixture screen; P03951; purified FXIa, fluorogenic substrate, pooled mixtures; inhibition, % at 5 µM; 62,000 compounds, 0.19% hits;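 also: each value is inhibition by a whole ten-compound pool holding the compound; 0% = enzyme with no mixture and 100% = wells lacking enzyme; strong numbers were not always called active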
# Target sequence (P03951 19-387 limits assumed): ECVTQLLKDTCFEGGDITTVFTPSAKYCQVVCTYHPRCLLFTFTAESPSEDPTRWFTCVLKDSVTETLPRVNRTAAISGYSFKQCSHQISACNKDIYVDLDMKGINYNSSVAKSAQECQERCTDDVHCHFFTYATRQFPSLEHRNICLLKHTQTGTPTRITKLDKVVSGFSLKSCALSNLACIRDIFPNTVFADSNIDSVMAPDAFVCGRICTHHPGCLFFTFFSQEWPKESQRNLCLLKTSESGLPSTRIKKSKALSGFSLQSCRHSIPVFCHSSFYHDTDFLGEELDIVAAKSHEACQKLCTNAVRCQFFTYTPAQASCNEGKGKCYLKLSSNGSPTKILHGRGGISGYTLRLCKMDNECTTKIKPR
# Target sequence (P03951 388-625 limits assumed): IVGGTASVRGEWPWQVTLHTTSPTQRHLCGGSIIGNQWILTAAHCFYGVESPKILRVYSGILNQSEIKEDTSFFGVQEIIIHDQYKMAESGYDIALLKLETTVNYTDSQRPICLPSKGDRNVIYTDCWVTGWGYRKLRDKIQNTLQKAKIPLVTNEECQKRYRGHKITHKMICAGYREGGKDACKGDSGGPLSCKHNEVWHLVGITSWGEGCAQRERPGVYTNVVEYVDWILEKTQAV
# AP ELISA ortho = orthogonal test for alternative complement pathway inhibitors. Human serum alternative complement pathway, LPS-coated ELISA, C3 deposition; tested in compound mixtures. inhibition, % at 5 µM. 62,000 compounds, 0.08% hits;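 active = inhibition above 30% in each of the two pooled mixtures holding the compound, so the lower value exceeds 30%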;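 also: 0% = serum in Mg-EGTA without compound and 100% = EDTA serum blank; some compounds past the cut are filed as inactive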
#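 Test system – human serum alternative complement pathway, C3 deposition on LPS-coated wells · Buffer or medium – diluted human serum in Mg2+-EGTA GVB++ · Compound dosing – 5 µM each compound, pools of ten, 50 µM per pool · Schedule – 1 h serum-compound exposure at 37 °C · Measured by – Anti-C3 ELISA, OD 450 nm · Read-out basis – percent inhibition of C3 deposition onto LPS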
# Abs 340nm = absorbance at 340 nm. compound absorbance at 340 nm, fold over control. fold change at 10 µM. 65,000 tested, under 10 active;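 active = at 10 µM dose, initial 340 nm absorbance at least 2 fold that of control wells; inactive = change under 2 fold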;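 also: initial absorbance extrapolated from kinetic A340 decline of NADH oxidation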
# Hsp90 block = displaces geldanamycin probe from tumor Hsp90 | NCI-N417 lysate Hsp90, Cy3B-geldanamycin FP displacement | inhibition, % at 30 µM | 64,000 compounds, 0.35% hits | AID 429;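 active = inhibition above 50%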;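 also: 0% = tracer plus lysate wells and 100% = tracer alone without lysate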
# FXIIa mix inh = blocks human factor XIIa in pooled compound mixtures. P00748. purified FXIIa, fluorogenic substrate. 62,000 compounds, 0.2% hits. inhibition, % at 5 µM;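 also: 0% = enzyme without compound and 100% = no enzyme blank; some results filed as inactive read as strong as hits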
# MMP-13 inhibitor = MMP13 (human) collagenase inhibition. P45452. MMP-13 fTHP FRET cleavage, Mca fluorescence. inhibition, % at 4 µM. 65,000 compounds, 0.07% hits;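 active = inhibition above the mean of compound-free control plate wells plus 3 SD, cut at about 14% in these data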;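 also: 0% = DMSO wells and 100% = wells with reference MMP-13 inhibitor after basal subtraction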
# DUSP1 inh = blocks human MKP-1 phosphatase activity. 65,000 compounds, 0.15% hits. AID 374. inhibition, %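 (compounds tested at a single concentration somewhere between 10 and 100 µM)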. P28562. recombinant MKP-1, OMFP hydrolysis fluorescence;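 active = inhibition above about 50%, limit read from the data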;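 also: 0% = DMSO max control wells and 100% = wells with enzyme stopped by NaOH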
# JNK3 blocker = JNK3 (human) kinase inhibition; AID 746; purified JNK3 kinase activity, HTS; P53779; 60,000 compounds, 0.61% hits; inhibition, % at 8 µM; in the data active = inhibition above about 17%;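 also: 0% = DMSO and 100% = reference inhibitor; many of its hits are not listed in these tables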
# Target sequence (P53779 whole entry, looked up): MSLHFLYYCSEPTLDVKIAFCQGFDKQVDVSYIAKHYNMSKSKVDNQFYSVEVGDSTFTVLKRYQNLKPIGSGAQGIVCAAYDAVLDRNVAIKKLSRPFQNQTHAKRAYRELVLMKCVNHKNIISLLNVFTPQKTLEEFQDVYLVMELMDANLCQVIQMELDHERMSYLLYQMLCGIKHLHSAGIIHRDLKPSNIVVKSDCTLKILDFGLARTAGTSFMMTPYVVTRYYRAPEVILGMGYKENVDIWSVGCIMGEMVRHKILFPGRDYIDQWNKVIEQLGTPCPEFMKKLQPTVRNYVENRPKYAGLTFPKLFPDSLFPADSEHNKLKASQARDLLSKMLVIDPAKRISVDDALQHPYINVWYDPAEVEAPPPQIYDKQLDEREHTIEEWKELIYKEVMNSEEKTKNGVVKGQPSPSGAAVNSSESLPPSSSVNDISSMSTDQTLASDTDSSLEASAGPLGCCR
# Cdc25B block = human M-phase inducer phosphatase 2 inhibition; AID 368; P30305; 65,000 compounds, 0.1% hits; inhibition, %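 (compounds tested at 10 µM final in the well)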; recombinant Cdc25B, OMFP fluorescence Ex485/Em525; in the data active = inhibition above about 50%
# * hit, by the source's call; / = no result given; [ ] = dose if it differs, or a comment. Rule as the data show it, unless noted: active = inhibition above about 20% (passing the limit was not always enough); inactive = the rest.
SMILES,FXIa inh mix,AP ELISA ortho,Abs 340nm,Hsp90 block,FXIIa mix inh,MMP-13 inhibitor,DUSP1 inh,JNK3 blocker,Cdc25B block
Cn1c(CCN2CCCCC2)nc2cc(NS(=O)(=O)c3ccccc3)ccc21,6.4,-5.1,0.96,-4.6,1.9,1.6,35.6,-4.7,-6.8
COc1cc(OC)cc(-c2nnc(SCC(=O)N(Cc3ccccc3)C(C)(C)C)o2)c1,3.4,7.0,1,1.0,3.6,1.4,16.0,2.8,-23.5
CCOC(=O)N1CCN(C(=O)CSc2nnc(-c3c[nH]c4ccccc34)n2CCOC)CC1,6.2,8.5,1.06,-1.8,-5.5,2.6,8.9,-1.8,-3.3
CC1=C(C(=O)OCCOc2ccccc2)C(c2ccc(C)o2)C2=C(CC(C)(C)CC2=O)N1 (stereo not given),1.4,0.7,1.06,-3.7,3.2,0.8,11.8,3.9,-13.4
CCOC(=O)C(C)Sc1nc2c(c(=O)[nH]c(=O)n2C)n1C/C=C(/C)Cl (stereo not given),9.6,10.0,1.01,-0.7,6.4,-2.8,-7.1,0.6,-0.9
CCOC(=O)CC1C(=O)NC2CCCCC2N1C(=O)Nc1ccc(Cl)cc1 (stereo not given),0.7,5.0,1.05,-5.4,9.2,-0.7,13.7,-4.0,5.0
CCOc1cc(C(=O)NCC(C)CN(C)C)cc(OCC)c1OCC (stereo not given),4.7,16.2,1.05,1.7,0.3,4.0,-12.0,0.2,-9.9
Cn1cc(CNC(=O)C2CCCCC2)cn1,2.6,0.2,1.01,-2.1,0.5,-0.8,2.9,2.0,-7.7
CCc1nnc(NC(=O)CSc2nnc(Cc3ccccc3)n2-c2ccccc2)s1,0.3,20.8,1,-4.7,-2.2,-0.9,25.0,-0.8,-5.0
Cc1cccc(CCNC(=O)C2CCN(S(=O)(=O)c3c(C)nn(C)c3C)CC2)c1,10.4,3.9,1,1.1,-7.6,0.3,25.7,-2.0,8.0
CCOC(=O)c1ccc2[nH]c3c(c2c1)CN(C)CC3,0.4,-7.2,0.99,-6.7,5.3,-3.9,-8.2,-1.6,-3.3
COc1ccccc1N1CCN(C(=O)C(C)N(c2ccc(C)c(C)c2)S(C)(=O)=O)CC1 (stereo not given),-14.8,-4.2,1.03,1.7,-3.0,-0.9,0.3,-6.5,-8.3
O=C1CC(Cc2ccccc2)C(=O)N1c1ccc(Cl)cn1 (stereo not given),30.9,26.5,1.01,0.6,-17.9,-9.4,15.5,3.8,3.3
Cc1sc2ncnc(-n3cnc4ccccc43)c2c1C,-2.0,-4.7,1.02,-1.9,-2.0,-12.9,-0.2,2.3,0.1
CCCOC(=O)c1ccc(Oc2c(-c3ccc(OC)cc3O)n[nH]c2C)cc1,6.9,-6.2,1.03,-2.1,14.1,9.8,24.1,3.2,-1.0
CC1CCc2nn(CC(=O)NCCCN3CCOCC3)cc2C1 (stereo not given),1.1,13.5,1,-0.1,-1.0,8.9,-6.6,-6.6,-5.4
CCOC(=O)c1sc2nc(N3CCOCC3)c3c(c2c1N)CCC3,-1.2,14.6,1.15,-15.0,7.9,-352.2[fluorescence artefact?],-7.0,-6.2,0.4
COc1ccccc1N1CCN(C(=O)C2CCN(S(=O)(=O)N3CCOCC3)CC2)CC1,4.9,10.1,1.01,-3.2,6.4,2.4,16.3,0.8,-6.1
Cc1ccc2nc(Nc3nc(=O)c4ccccc4n3C)nc(C)c2c1,2.6,0.9,1.03,-11.9,0.6,-3.0,30.2,0.4,5.6
O=C(CSc1ccc2nnc(-c3cccs3)n2n1)N1CCOCC1,3.4,12.2,1.04,-3.2,2.5,3.8,-3.6,7.7,-8.5
O=C1CN(C(=O)COC(=O)C2=COCCO2)c2ccccc2N1,-9.8,14.2,1.02,-2.7,-11.8,-2.9,-15.2,0.5,-1.9
Cc1cc(SCC(=O)Nc2ccccc2)nc(C)n1,7.3,10.4,1.03,-1.1,4.1,1.5,13.7,-5.1,2.7
CCOC(=O)c1ccc(NC(=O)Nc2ccn(C)n2)cc1,5.3,8.2,0.98,2.3,2.3,1.4,4.4,9.0,0.2
CC#CCN(CC#CC)S(=O)(=O)c1ccc(S(=O)(=O)N2CCOCC2)cc1,5.3,0.5,1.04,1.2,-0.1,6.7,-11.2,5.4,1.2
CCCc1nnc(SCC(=O)O)n1/N=C/c1ccc2c(c1)OCO2,5.5,6.1,1.13,/,3.7,1.2,12.7,/,-9.5
O=C(O)C1OC(C(=O)O)C2C1C(F)(F)C2(F)F (stereo not given),7.7,4.8,0.99,2.8,3.0,2.4,-0.6,2.3,-9.4
Cc1nc2c3ccccc3n(CC(=O)c3ccc(F)cc3)c(=O)n2n1,2.4,24.4,1.01,-3.0,0.9,4.5,-2.2,6.8,-2.4
N/C(=N\S(=O)(=O)c1ccc(Cl)s1)c1ccccc1,/,/,1.05,-4.3,/,1.1,-16.6,3.5,-24.5
CCN(CC)S(=O)(=O)c1ccc(-c2nnc3sc4cccc(C)c4n23)cc1,6.7,28.1,1.03,10.6,3.7,-16.0,13.2,-4.5,1.5
Cc1ccsc1C(C(=O)NC1CCCCC1)N(C(=O)c1csnn1)C1CC1 (stereo not given),5.6,0.6,0.98,-4.2,1.4,-2.1,-27.2,-4.1,-6.4
CCOc1ccccc1-n1nnnc1SCC(=O)Nc1cc2oc3ccccc3c2cc1OC,0.4,-10.1,1.04,-2.3,-2.7,1.3,15.8,1.5,-2.6
O=C1NCCN1CCNS(=O)(=O)c1ccc2ccccc2c1,8.0,24.0,1,34.6,-8.6,10.5,1.8,4.2,15.8
CCCCN(C(=O)c1c(C)[nH]c(C(=O)OCC)c1C)c1ccccc1,-1.4,-3.0,0.97,-0.1,18.1,-0.1,4.4,4.3,-12.2
O=C(OCC1COc2ccccc2O1)c1c(F)cccc1F (stereo not given),2.1,3.5,1.03,/,5.0,0.7,-5.1,/,-15.0
COc1cccc(NC(=O)NCc2cccn2C)c1,0.9,3.0,1.02,-2.1,-13.1,5.7,3.1,-3.2,-9.9
CCn1c(SCC(=O)NCc2cccs2)nnc1-c1ccco1,-4.1,0.3,0.99,1.0,2.2,-1.0,-22.5,/,-6.8
CCOC(=O)C1CCCN(C(=O)C2CCN(S(=O)(=O)c3cccs3)CC2)C1 (stereo not given),8.1,13.8,1.02,-3.0,4.6,5.0,17.0,/,-5.8
Cc1cc(C(=O)Nc2ccc(S(=O)(=O)Nc3onc(C)c3C)cc2)cs1,-1.5,-1.2,0.99,-7.6,1.7,-0.7,5.7,0.3,-19.7
O=C(CN1C(=O)c2ccccc2C1=O)Nc1ccc(N2CCOCC2)cc1,2.4,5.3,1.02,1.3,-3.7,-4.6,11.4,-2.6,0.5
c1nc(N2CCN(Cc3ccc4c(c3)OCO4)CC2)c2[nH]cnc2n1,7.2,20.4,1.08,4.4,1.4,-2.3,18.1,10.3,-1.5
CCOCCCNC(=O)C1CCN(C(=O)Nc2ccc(C)cc2)CC1,7.9,0.4,1,-1.4,9.9,-10.0,-16.8,1.6,3.8
COc1ccc(CCn2c(N)c(S(=O)(=O)c3cccs3)c3nc4ccccc4nc32)cc1OC,19.7,15.3,1.11,/,13.7,-27.0,8.6,/,-2.9
Cc1cc(-c2nnc3n2CCCCC3)c(C)n1-c1ccccc1,8.3,18.6,1.03,0.1,7.7,-3.5,0.3,-3.4,-1.5
CN(C)c1ccc(C=NCCC2(O)CCOC(C)(C)C2)cc1 (stereo not given),2.6,12.3,1.15,-6.0,3.3,2.7,-14.1,-4.6,4.7
Cn1c(=O)c2c(nc(NCc3ccccc3)n2CCCc2ccccc2)n(C)c1=O,0.9,16.9,0.99,0.8,-20.0,3.8,8.0,2.9,-11.4
CN1CCN(C(=O)c2ccc3ccccc3c2)CC1,5.8,24.1,1.06,-1.9,5.6,0.3,13.1,1.6,-10.7
O=C(O)CCc1nn2cc(-c3ccccc3)nc2[nH]c1=O,/,/,1.07,-1.7,/,-83.9[fluorescence artefact?],-11.9,1.5,8.2
Cc1ccc(-c2nnc3n2N=C(c2ccccc2)CS3)cc1,-25.3,14.8,1.05,1.2,-11.8,-0.5,7.5,1.2,-5.1
C=CCNC(=O)CC(C)C(CCCCC)C(=O)O (stereo not given),4.8,-8.3,1,-0.8,7.1,1.3,16.4,1.5,-4.1
Cc1nn(-c2ccccc2)c(C)c1C(=O)OCC(=O)N1CC(=O)Nc2ccccc21,1.8,9.7,1.02,-4.6,-9.1,-3.2,34.7,2.9,5.4
# Next section:
SMILES,FXIa inh mix,AP ELISA ortho,Abs 340nm,Hsp90 block,FXIIa mix inh,MMP-13 inhibitor,DUSP1 inh,JNK3 blocker,Cdc25B block
CCOC(=O)CC(=O)CSCC(=O)Nc1ccc(C)cc1,-11.1,-18.3,0.99,-3.2,2.2,6.1,4.6,3.4,-1.6
C=CCOc1cccc(C2C(C(=O)c3ccco3)=C(O)C(=O)N2Cc2ccncc2)c1 (stereo not given),0.5,10.0,1.13,-1.3,-2.3,1.1,1.7,/,7.1
Cc1ccc(-n2c(SCC(=O)NCC3CCCO3)nc3c(c2=O)SCC3)cc1 (stereo not given),2.5,9.3,1.17,/,1.5,-5.3,4.0,/,-6.5
Cc1cccc(-c2cc3nc4c(c(N5CCOCC5)n3n2)CCCC4)c1,5.7,12.6,1,-0.1,7.8,-23.8,-3.4,0.6,-9.3
COc1ccccc1-c1cc(C(=O)NCc2ccccc2)no1,11.4,8.9,1,-2.1,-4.0,-3.4,-2.4,6.7,-8.3
COc1ccc2c(c1OC)C(=O)N1c3ccccc3C(=O)N(c3ccccc3F)C21 (stereo not given),/,/,1.06,3.2,/,-4.4,-35.8,-0.1,-21.9
O=C(CSc1nnc(-c2ccc(F)cc2)o1)Nc1ccc(S(=O)(=O)N2CCCC2)cc1,6.3,34.2,1.02,-5.0,5.2,-7.6,30.1,4.9,-6.7
COc1ccc2c(c1OC)C(=O)N(c1cccc(C(F)(F)F)c1)C2,-2.4,-9.6,1,-0.3,3.3,-5.6,-26.2,3.6,-6.8
O=C(CN(C(=O)CCC(=O)Nc1nccs1)c1ccc(F)cc1)NCc1ccco1,3.9,-2.2,0.97,-0.6,2.5,-7.5,-19.2,9.3,-7.1
Cc1ccc(OCCCCn2ccnc2)c(Cl)c1,0.5,-8.3,1.04,0.1,8.8,0.1,-1.9,8.2,-11.0
Cc1nc2ccccc2n1CCc1nc2c3ccccc3nc(SCC(=O)NCc3ccco3)n2n1,-22.1,1.6,1.01,-1.4,2.8,1.7,34.9,11.6,0.9
Cc1ccccc1Cn1c(-c2cncs2)nc2ccccc21,-1.0,6.8,0.98,0.0,4.8,4.1,6.0,-1.8,-8.6
Cc1cc(=O)oc2cc(OCC#N)ccc12,14.2,9.6,0.99,-0.3,4.2,-23.6,-1.1,-0.9,-10.0

# Entries of single compounds, quoted from the list. Order of screens: FXIa inh mix | AP ELISA ortho | Abs 340nm | Hsp90 block | FXIIa mix inh | MMP-13 inhibitor | DUSP1 inh | JNK3 blocker | Cdc25B block
# Cc1ccc(-n2c(SCC(=O)NCC3CCCO3)nc3c(c2=O)SCC3)cc1 (stereo not given) is listed as 2.5 | 9.3 | 1.17 | / | 1.5 | -5.3 | 4.0 | / | -6.5
# Cc1cccc(-c2cc3nc4c(c(N5CCOCC5)n3n2)CCCC4)c1 is listed as 5.7 | 12.6 | 1 | -0.1 | 7.8 | -23.8 | -3.4 | 0.6 | -9.3
# COc1ccc2c(c1OC)C(=O)N(c1cccc(C(F)(F)F)c1)C2 is listed as -2.4 | -9.6 | 1 | -0.3 | 3.3 | -5.6 | -26.2 | 3.6 | -6.8
